# TcdB inh: TcdB glycohydrolase inhibition | P18177 | TcdB glycohydrolase enzymatic assay, plate reader | inhibition, % at 9.99 µM | 350,000 tested, 0.24% active | AID 652162; in the data active means inhibition above about 10%
# Anthrax LF inh2: inhibitors of Bacillus anthracis lethal factor protease; 360,000 tested, 0.12% active; inhibition, % at 10 µM; multiplex microsphere protease cleavage assay, LF; P15917; further: plate controls were buffer without enzyme for full effect and enzyme alone for no effect
# Yp Topo-I inh: Y. pestis Topo-I inhibition via cleavage products | 360,000 tested, 0.064% active | AID 504884 | activity, % at 10 µM | Y. pestis Topo-I cleavage product accumulation, plate reader; in the data active means activity above about 50%, passing the limit was not always enough; inconclusive means no clear call, values can overlap the other calls; further: inactives centre near 2
# BoNT-A LC inh2: inhibitors of Botulinum neurotoxin A light chain protease; inhibition, % at 10 µM; AID 588499; multiplex microsphere protease substrate cleavage, flow cytometry; 360,000 tested, 0.17% active; further: plate controls were buffer without enzyme for full effect and enzyme alone for no effect
# CCHF vOTU inh: CCHFV vOTU protease inhibition; 370,000 tested, 0.55% active; Pep-AMC fluorescence; inhibition, % at 11.5 µM; in the data active means inhibition above about 30%; further: 0% = vehicle wells with enzyme and 100% = no enzyme wells
# PrPC TRFRET: inhibitors of human cell surface prion protein PrPC; P04156; TR-FRET read-out; inhibition, % at 13.8 µM; 370,000 tested, 0.43% active; AID 720596; in the data active means inhibition above about 24%; further: 0% = median of the test wells and 100% = reference compound wells
# FadD28 FP inh: blocks FadD28 binding to the bisubstrate probe; fluorescence polarization; inhibition, % at 12.5 µM; 360,000 tested, 0.22% active; in the data active means inhibition above about 8.5%, passing the limit was not always enough; inconclusive means no clear call, values can overlap the other calls
# BoNT-F LC inh: inhibitors of Botulinum neurotoxin F light chain protease; Multiplex microsphere protease cleavage assay, flow cytometry; inhibition, % at 10 µM; 360,000 tested, 0.22% active; in the data active means inhibition above about 35%, passing the limit was not always enough; inconclusive means no clear call, values can overlap the other calls; further: plate controls were buffer without enzyme for full effect and enzyme alone for no effect
# PfHsp40 yeast: restores yeast growth despite PfHsp40 toxicity. growth rescue, % at 12.5 µM. 340,000 tested, 0.68% active. S. cerevisiae expressing PfHsp40, growth rescue, ATP luminescence; in the data active means growth rescue above about 28%, passing the limit was not always enough; inconclusive means no clear call, values can overlap the other calls;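 further: yeast W303a lacking pdr1 and pdr3 grown in galactose medium; growth measured after three days at 30 °C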
# An asterisk follows results filed as active; u = inconclusive; x = no result given; & = joins results of further samples. Unless noted, no stated cut-off is given here; in the data, active means inhibition above about 30%; inconclusive means no clear call, values can overlap the other calls; inactive means below that.
SMILES,TcdB inh,Anthrax LF inh2,Yp Topo-I inh,BoNT-A LC inh2,CCHF vOTU inh,PrPC TRFRET,FadD28 FP inh,BoNT-F LC inh,PfHsp40 yeast
CCC(C)[C@H](NC(=O)NCc1cccc(OC)c1)C(=O)O (stereo not given in full),x,-3,-3,-2.6,-7,-3,-3.0,-29,0.4
O=C(NCCc1ccccn1)c1cc(-c2ccc(Cl)cc2)nc2ccccc12,0.8,2,29,1.1,5,-17,-2.1,2,2.8
O=C(O)CCC(=O)N1CCOc2ccc(Cl)cc21,x,-5,3,0.2,-8,4,0.2,8,0.6
CC(C)NC(=O)NC(=O)COc1ccc(Br)cc1Br,-2.8,-2,7,0.2,-8,-2,-2.4,0,13
CC12CCC(C(=O)N(c3ccccc3Cl)C1=O)C2(C)C (stereo not given),-0.3,3,-7,-0.7,2,18,-1.3,-1,-1.3
C=CCn1c(O)c(/C=N/N2CCOCC2)c(=O)[nH]c1=S,-0.2,0,2,-0.6,5,-4,-0.9,-3,-1.2
CCSCCCn1[nH]c2ccccc2c1=O,-33,4,-3,0.6,-10,3,-1.5,-6,x
CCOCCn1c(=O)c2c(nc3n2CCN3c2ccc(C)cc2)n(C)c1=O,1.0,-9,3,0.1,4,-6,-4.2,-3,-0.4
CN(C)c1cc(NC(=O)CNC(C)(C)CC(C)(C)C)c2ccccc2n1,-0.1,-3,16,0.0,6,4,-0.3,-1,1.1
C[C@@H]1CN([C@@H](C)CO)C(=O)c2cc(Br)cnc2O[C@H]1CN(C)C(=O)Nc1ccc(F)cc1,1.5&-0.1&0.9,-12,5,-0.3,2,5,0.1,4,x
CC(C)c1cc(C(F)(F)F)nc(NNc2nc(C(C)C)cc(C(F)(F)F)n2)n1,-2.2,-8,8,-0.2,-4,0,-4.0,-3,x
Cc1cccc(OCc2nnc(SCC(=O)N3CCN(c4ccccc4)CC3)o2)c1C,x,1,-2,0.7,-2,0,-2.0,-8,2.6
COc1ccc(Nc2oc(COc3ccccc3F)nc2C#N)cc1,1.7,-2,8,0.2,10,-1,-4.8,-7,2.8
C[C@@H](O)CNC(=O)c1[nH]cnc1C(=O)Nc1cccc(Cl)c1,0.3,3,0,-0.1,-1,-11,-1.4,0,x
COc1ccc(CC(=O)N2CCN(c3ccc(F)cc3)CC2)cc1,0.6,-7,-14,4.9,9,-6,-2.6,-6,-0.8
Cc1ccccc1-n1nc2c(c1NC(=O)/C=C\c1ccc3c(c1)OCO3)CSC2,-0.2,-1,0,-0.1,2,-4,-2.6,-3,-1.2
Cc1ccc(-c2nnc(SCC(=O)N/N=C/c3ccccc3C(=O)O)n2C2CCCCC2)cc1,2.3,0,24,-1.4,15,3,1.0,3,0.7
CCc1cccc(C)c1NC(=S)NCC(c1cccnc1)N1CCOCC1 (stereo not given),x,0,-5,-0.3,-5,-4,-0.5,-2,-0.8
Cc1ccc(S(=O)(=O)n2nc(-c3ccco3)nc2N)cc1,0.7,-4,1,-0.4,-10,4,-1.9,-6,-0.1
Clc1ccc(N2CCN(/N=C/c3cccnc3)CC2)cc1,-0.9,-4,9,-1.1,-5,-2,1.4,-13,-0.8
CCOC(=O)C1=NN(c2ccc(C)cc2)CC1C(=O)OC (stereo not given),-0.4,-2,0,-0.5,9,-8,-3.7,-8,-1.6
Cc1ccc(SCCCn2cnc3ccccc3c2=O)cc1,x,0,16,-0.5,-1,3,-2.6,-11,0.5
CCCCn1c(CCNC(=O)CC)nc2ccccc21,1.1,-9,1,-0.2,-2,10,-1.8,5,-1.6
CC(=O)c1ccc(N2CCN(C(=O)c3cccs3)C(C)C2)c(F)c1 (stereo not given),0.1,-4,11,-2.1,-6,0,-1.8,-14,-1.1
COc1ccc(NC(=O)C(Cc2ccccc2)n2cccc2)cc1OC (stereo not given),0.8,-4,-3,-0.6,-14,7,-0.7,-6,0.6
CCOc1ncccc1C(=O)Nc1ccc(S(=O)(=O)N2CC(C)CC(C)C2)cc1 (stereo not given),0.3,-5,1,-1.7,3,4,-1.2,-11,1.3
COc1ccc(C2NC(=O)NC(C)=C2[N+](=O)[O-])cc1OC (stereo not given),-3.9,5,9,-0.3,4,0,-0.4,5,0.1
COc1ccc(NC(=O)CCCNC(=O)Cn2cnc3sc(C)c(C)c3c2=O)c(OC)c1,0.7,-3,5,-1.0,-12,6,2.6,-1,-1.1
NNC(=O)c1cccn(Cc2cccc(C(F)(F)F)c2)c1=O,0.7,-4,2,2.5,15,-1,-3.7,-6,0.0
COc1cccc(CN2C(=O)C(C)Oc3ccccc32)c1 (stereo not given),1.5,8,5,-0.1,27,13,-1.5,-17,-0.1
CC(C)(C)c1ccc(S(=O)(=O)N2CCCCC2)cc1,x,-1,-2,-0.3,8,-1,0.0,-6,0.3
CCOC(=O)c1c(C)nc2sc(C(=O)Nc3ccccc3)c(N)c2c1-c1ccc(OC)cc1,x,5,38,5.1,x,x,-2.3,-4,-0.3
Cc1ccccc1NC(=O)c1ccccn1,0.1,0,1,0.1,0,-3,-1.7,-4,-1.1
COc1ccc(-c2cc(C(F)(F)F)c(C#N)c(SCC(=O)Nc3ccc(C)cc3)n2)cc1,x,1,-7,-0.4,-7,4,-4.0,11,-1.9
c1ccc(CNC2=NCCS2)cc1,x,-2,-10,-0.1,4,2,-4.5,-9,0.7
CN(CC(=O)NCc1ccco1)CC(=O)Nc1c(Cl)cccc1Cl,2.0,-2,5,-0.3,12,5,-2.7,-6,0.2
Nc1nnnn1CC(=O)N/N=C/C=C/c1ccccc1,-4.1,-6,7,-0.1,6,2,-1.0,3,0.2
O=C(Nc1ccc(F)cc1)c1ccc(Br)c(S(=O)(=O)N2CCOCC2)c1,1.3,8,9,0.0,7,-2,-1.6,-18,-0.3
COc1c(N2CCN(C(=S)Nc3ccc(F)cc3)C(C)C2)c(F)cc2c(=O)c(C(=O)O)cn(C3CC3)c12 (stereo not given),x,-5,-5,0.2,-2,-3,-2.6,-5,-0.9
Cc1[nH]c2ccccc2c1C(=O)CSc1cccc[n+]1[O-],0.8,0,-2,-0.9,-5,-4,-2.7,-7,0.3
CCN(c1ccccc1)C1(O)C(=O)c2ccccc2C1=O,0.3,-3,5,-0.3,4,-3,-3.5,-4,-0.2
N=c1c(S(=O)(=O)c2ccc(Cl)cc2)cc2c(=O)n3ccccc3nc2n1Cc1cccnc1,x,-2,10,0.8,x,x,-2.7,4,-2.0
O=C(CCc1nnc2ccc(N3CCCC3)nn12)Nc1ccc(F)cc1F,1.2,-5,5,-10,14,-8,0.0,-14,-0.9
CCCOc1ccc(S(=O)(=O)N2CCN(C)CC2)c2ccccc12,8.7,-4,14,-3.7,0,5,-2.9,-6,1.4
O=C1CC(=O)N2CCSC2=N1,0.0,-3,-1,-0.2,20,7,-3.6,8,-0.5
O=C(CSc1nnc(SCc2cccc3ccccc23)s1)N/N=C/c1c[nH]c2ccccc12,x,-1,8,0.8,10,14,-7.4,0,-1.9
C=CCOc1ccc(-c2nc3c(c(=O)[nH]c(=O)n3CCCC)n2C)cc1OC,1.2,3,5,0.0,-21,-4,1.1,-6,-1.3
O=S(=O)(c1ccc(Br)cc1)N1CCCc2ccccc21,-1.1,-7,0,-0.6,3,8,-0.6,u,3.4
COc1ccc(CCNC(=O)COc2ccc(N(C)S(=O)(=O)c3ccc(Cl)cc3)cc2)cc1,0.8,1,9,0.3,4,17,-1.9,-3,-0.4
COc1cc2c(cc1NC(=O)c1ccccc1F)CCCC2,x,-4,0,0.3,-3,-21,-1.6,0,-0.1

# Following part:
SMILES,TcdB inh,Anthrax LF inh2,Yp Topo-I inh,BoNT-A LC inh2,CCHF vOTU inh,PrPC TRFRET,FadD28 FP inh,BoNT-F LC inh,PfHsp40 yeast
CCOc1ccc(-c2noc(-c3csc([C@@H]4C[C@H](O)[C@@H](CO)O4)n3)n2)cc1,1.6,-2,11,0.4,-6,8,-3.2,4,x
CC(=O)CCc1ccc(OCCCCN2CCC(Cc3ccccc3)CC2)cc1,5.9,-2,0,-0.1,20,-11,-2.6,1,-0.2
O=C(c1cc2ccc([N+](=O)[O-])cc2oc1=O)N1CCOCC1,4.2,-1,0,-1.2,5,7,-2.3,-3,0.3
Cc1nn(-c2nc3ccccc3[nH]2)c(N)c1-c1ccccc1,x,-5,-14,-1.5,-4,-2,-3.6,-22,6.5
CCN(CCO)Cc1csc2ccc(Br)cc12,x,2,1,0.2,2,-9,0.0,2,-1.8
CCOc1ccc(CC(=O)Nc2sc(Cc3ccccc3)c(C)c2C(N)=O)cc1OCC,x,3,0,2.4,-1,-1,-0.4,3,0.3
CCn1c(CCCNC(=O)c2ccc(F)cc2)nc2ccccc21,5.8,-1,4,-0.8,-2,-6,-0.1,-4,-1.3
Fc1ccc(C2NCCc3[nH]cnc32)cc1 (stereo not given),x,-2,6,-0.4,-11,5,-1.5,1,-1.1
CCOc1ccc(Cc2c(O)nc(SC)[nH]c2=O)cc1,0.7,-4,5,0.5,0,7,-1.8,0,x
O=S(=O)(c1ccc(Cl)c(Cl)c1)N1CCc2nc3ccccc3n2CC1,x,6,8,0.2,5,11,-1.3,-4,0.6
O=C(CCN1C(=O)c2cccc3cccc(c23)C1=O)N1CCOCC1,3.1,-3,5,-0.4,-1,-47,-1.6,-10,0.3
CCOc1ccc(Nc2nc(Cc3nnc(SCC(=O)c4ccc(C)c(C)c4)o3)cs2)cc1,0.6,0,2,0.3,3,-1,0.2,-19,-1.3
Cc1ccc(S(=O)(=O)N2CCN(C(=O)c3n[nH]c(=O)c4ccccc34)CC2)cc1,0.2,-4,-1,1.1,-9,5,-0.6,4,-1.3
NC(=O)N\N=C/C=C/C=C/c1ccc(F)cc1,0.5,-9,0,2.1,15,3,-0.4,u,6.6
CCOC(=O)c1ccc(NC2=CC(=O)C(=O)c3ccccc32)cc1,x,-2,-16,1.2,11,5,-1.8,-6,0.0
COc1ccccc1N1CCN(/N=C/c2cc(OC)c(OC)c(OC)c2)CC1,x,-6,7,-2.7,12,9,-0.2,-8,-0.7
Cc1ccc(S(=O)(=O)NCc2ccco2)cc1C,x,-3,2,0.9,-12,12,1.5,-1,-0.1
CCC(=O)N1CCN(c2ccccc2NC(=O)c2ccc([N+](=O)[O-])o2)CC1,0.8,-1,-12,-3.5,-15,-11,2.1,-7,0.3
O=C(Nc1ccc(Cl)cc1)N1CC1,1.3,1,2,0.1,13,5,-5.6,-3,-1.2
COc1cc(C(=O)NNC(=O)c2cc(=O)[nH]c3ccccc23)cc(OC)c1OC,2.3,4,-6,-0.6,7,-12,-3.8,-1,-1.0
O=C(NCC1COc2ccccc2O1)C1C2C=CC3(CN(Cc4ccccc4Cl)C(=O)C13)O2 (stereo not given),x,8,17,1.6,1,4,0.5,0,1.1
CCOC(=O)C(NC(=O)c1ccc(F)cc1)(Nc1nnc(C)s1)C(F)(F)F (stereo not given),x,0,3,0.4,18,0,-0.8,-8,1.9
CCN(CC(=O)Nc1ccccc1C(F)(F)F)C(=O)CN1C(=O)NC2(CCCCC2)C1=O,2.7,-2,-11,0.9,0,7,-3.4,6,0.7

# 4 compounds from above, reduced to PfHsp40 yeast.
compound	PfHsp40 yeast
Cc1ccccc1-n1nc2c(c1NC(=O)/C=C\c1ccc3c(c1)OCO3)CSC2	-1.2
Cc1ccc(-c2nnc(SCC(=O)N/N=C/c3ccccc3C(=O)O)n2C2CCCCC2)cc1	0.7
CCc1cccc(C)c1NC(=S)NCC(c1cccnc1)N1CCOCC1 (stereo not given)	-0.8
Cc1ccc(S(=O)(=O)n2nc(-c3ccco3)nc2N)cc1	-0.1
